H9c2 TAG inh: inhibitors of triacylglycerol accumulation, primary screen, cell-based, uHTS, fluorescence, H9c2. H9c2 cells, Nile Red lipid (TAG) fluorescence; cells loaded with 200 µM oleic acid. inhibition, % at 12.5 µM. 0.66% of 230,000 active;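 active = pattern-corrected inhibition of lipid staining of at least 50% with the nuclear-stain viability signal not falling by more than 50%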;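 also: 0% = DMSO wells and 100% = triacsin C control wells; some results filed as inactive read as strong as hits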
H9c2 TAG inh DAPI viability: recorded beside H9c2 TAG inh, whose call it bears; DAPI nuclei signal change (viability), lower = more cytotoxic, %;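 whole-well DAPI fluorescence read on a plate reader as a viability signal; minus 50 percent equals half of cells still viable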
An asterisk follows results filed as active. An excerpt; the hit share may differ from the screen's.

1: CC(C)[N+](C)(CCOC(=O)C1c2ccccc2Oc2ccccc21)C(C)C
2: O=C(C1=C[C@H](c2csc3ccccc23)C[C@H](OCCCCO)O1)N1CCOCC1
3: O=C1Nc2ccc(Br)cc2C12NNc1ccccc1O2 (centres undefined)
4: COC(=O)[C@@H]1C[C@@]2(O)[C@@H](O)[C@@H](O)[C@@H](O)C[C@H]2N1Cc1ccc(C(F)(F)F)cc1
5: CCC(=O)N(CCN1CCOCC1)Cc1cc2cc3c(cc2nc1Cl)OCO3
screen / no.	1	2	3	4	5
H9c2 TAG inh	17	7	-78	-9	-12
H9c2 TAG inh DAPI viability	18	-10	-5	6	-1

6: Cn1nc(C(F)(F)F)c(C(=O)Nc2ccc(F)cc2F)c1Sc1ccc(Cl)cc1
7: COc1ccc(-c2noc(-c3ccc4c(c3)OCO4)n2)cc1
8: Cc1cc(NC(=O)CSc2nc(C)c(C)n2CC(C)C)no1
9: O=C(COC(=O)/C=C/c1ccc(F)cc1)Nc1ccc2[nH]c(=O)[nH]c2c1
10: Cc1noc(C)c1S(=O)(=O)N(C)C[C@H]1OCc2cn(nn2)CCCC(=O)N([C@@H](C)CO)C[C@@H]1C
screen / no.	6	7	8	9	10
H9c2 TAG inh	23	8	6	-5	6
H9c2 TAG inh DAPI viability	-15	-8	0	-7	3

11: O=C(O)c1nn(CCSc2ccccc2F)c(=O)c2ccccc12
12: CC1CCN(S(=O)(=O)c2ccc(NC(=O)C3CSC4(C)CCC(=O)N34)cc2)CC1 (centres undefined)
13: COc1ccc(CNC(=O)c2cccc3c(-c4cccnc4)coc23)cc1OC
14: CN(C)c1ccc(C(=O)NC2(N3CCC3=O)CCCC2)cc1
15: C=CCc1cccc(C=Nc2cccn3cc(-c4ccccc4)nc23)c1O
screen / no.	11	12	13	14	15
H9c2 TAG inh	-23	-20	-43	-3	-10
H9c2 TAG inh DAPI viability	6	2	7	-3	23

16: O=C(COC(=O)c1cccnc1)Nc1ccc(F)cc1
17: COC(=O)c1c(C)oc(C)c1S(=O)(=O)Nc1ccccc1
18: O=C(CCCn1cncn1)N1CCCC(N2CCN(c3ccc(F)cc3)CC2)C1 (centres undefined)
19: COCCNC(=O)C1CCCN(C(=O)c2ccc3sccc3c2)CC1 (centres undefined)
20: O=C1C(=Cc2cccn2-c2ccc(O)cc2)C(=O)c2ccccc21
screen / no.	16	17	18	19	20
H9c2 TAG inh	27	-10	-7	2	-11
H9c2 TAG inh DAPI viability	-17	0	-1	7	-10

By substructure, those above containing a furan ring, fused or not (two)
13: COc1ccc(CNC(=O)c2cccc3c(-c4cccnc4)coc23)cc1OC
17: COC(=O)c1c(C)oc(C)c1S(=O)(=O)Nc1ccccc1
screen / no.	13	17
H9c2 TAG inh	-43	-10
H9c2 TAG inh DAPI viability	7	0

Further entries:
21: CCN1C(=O)C(CC(=O)Nc2ccc(OC)cc2)N(CCc2ccccc2F)C1=S (centres undefined)
22: Cc1cnc(NS(=O)(=O)c2ccc(N)cc2)nc1-c1ccccc1O
23: CCN(CC)c1ccc(NC(=O)CC2Oc3ccccc3NC2=O)c(C)c1 (centres undefined)
24: COCC(=O)Nc1ccc2c(c1)OCC(=O)N2Cc1ccc(C)cc1
25: O=C(C[C@@H]1C/C=C\CC[C@@H](Cc2ccc(F)cc2)C(=O)OC[C@@H]2CCCN2C1=O)NCCO
screen / no.	21	22	23	24	25
H9c2 TAG inh	-10	-3	1	3	-10
H9c2 TAG inh DAPI viability	-13	9	3	1	0

26: CCNC(=S)N1CCCC(c2nc3ccc(C)cc3[nH]2)C1 (centres undefined)
27: CN(C(=O)CC1C(=O)NCCN1Cc1ccc(F)c(F)c1)C1CCOCC1 (centres undefined)
28: N/C(Cn1cncn1)=N\NC(=O)C(=O)Nc1cccc(C(F)(F)F)c1
29: CC(=O)Nc1cccc(NC(=O)CSc2nn3c(=O)c(C)nnc3s2)c1
30: Cc1ccc2nc(-c3ccccc3)cc(C(=O)N(C)CC(=O)Nc3ccccc3Br)c2c1
screen / no.	26	27	28	29	30
H9c2 TAG inh	17	6	-8	9	11
H9c2 TAG inh DAPI viability	-7	-9	3	-8	-2

31: Cc1ccc(S(=O)(=O)N2C(=O)C(c3ccccc3)SC2=Nc2ccccc2)cc1 (centres undefined)
32: C/C=C(/CCC1NCCc2c1[nH]c1ccccc21)[Si](C)(C)C (centres undefined)
33: Cc1cc(NC(=O)c2cccc(S(=O)(=O)N3CCCCC3)c2)no1
34: CCN(/C=N/S(=O)(=O)c1ccc(Cl)cc1)CC
35: COc1ccc2oc(C(=O)OCC(=O)N3CCC(C)CC3)c(C)c2c1
screen / no.	31	32	33	34	35
H9c2 TAG inh	-1	38	9	-21	1
H9c2 TAG inh DAPI viability	-7	9	5	8	4

Arranged by length of the SMILES (low to high): some entries from above
34: CCN(/C=N/S(=O)(=O)c1ccc(Cl)cc1)CC
26: CCNC(=S)N1CCCC(c2nc3ccc(C)cc3[nH]2)C1 (centres undefined)
19: COCCNC(=O)C1CCCN(C(=O)c2ccc3sccc3c2)CC1 (centres undefined)
24: COCC(=O)Nc1ccc2c(c1)OCC(=O)N2Cc1ccc(C)cc1
22: Cc1cnc(NS(=O)(=O)c2ccc(N)cc2)nc1-c1ccccc1O
32: C/C=C(/CCC1NCCc2c1[nH]c1ccccc21)[Si](C)(C)C (centres undefined)
27: CN(C(=O)CC1C(=O)NCCN1Cc1ccc(F)c(F)c1)C1CCOCC1 (centres undefined)
screen / no.	34	26	19	24	22	32	27
H9c2 TAG inh	-21	17	2	3	-3	38	6
H9c2 TAG inh DAPI viability	8	-7	7	1	9	9	-9

28: N/C(Cn1cncn1)=N\NC(=O)C(=O)Nc1cccc(C(F)(F)F)c1
21: CCN1C(=O)C(CC(=O)Nc2ccc(OC)cc2)N(CCc2ccccc2F)C1=S (centres undefined)
31: Cc1ccc(S(=O)(=O)N2C(=O)C(c3ccccc3)SC2=Nc2ccccc2)cc1 (centres undefined)
30: Cc1ccc2nc(-c3ccccc3)cc(C(=O)N(C)CC(=O)Nc3ccccc3Br)c2c1
25: O=C(C[C@@H]1C/C=C\CC[C@@H](Cc2ccc(F)cc2)C(=O)OC[C@@H]2CCCN2C1=O)NCCO
screen / no.	28	21	31	30	25
H9c2 TAG inh	-8	-10	-1	11	-10
H9c2 TAG inh DAPI viability	3	-13	-7	-2	0

(further entries)
36: CCN1CCn2c3c(c4cc(C)ccc42)CCCC31 (centres undefined)
37: CN(c1ccccc1C(=O)NCc1ccco1)S(C)(=O)=O
38: CN(C)Cc1c(C(=O)Nc2ccccc2)[nH]c2ccccc12
39: COc1ccc(NC(=O)CSc2nnc(C3CC3)n2C)cc1S(=O)(=O)N1CCCCC1
40: CC(=O)c1sc(NC(=O)c2ccc(Br)o2)nc1C
screen / no.	36	37	38	39	40
H9c2 TAG inh	-12	17	-18	-11	-2
H9c2 TAG inh DAPI viability	12	6	-10	9	5

41: COC(=O)c1ccc2nc(NC(=O)C3CCCCC3)sc2c1
42: CC1(C)CC(CCN)(Cc2ccccc2Cl)CCO1 (centres undefined)
43: Cn1c(N)c(C(=O)COC(=O)c2cc(C3CC3)nc3ccccc23)c(=O)n(Cc2ccccc2)c1=O
44: CCOc1nc(-c2ccccc2Cl)nc2ccccc12
45: CC(OC(=O)C1CC1)C(=O)Nc1ccc([N+](=O)[O-])cc1Cl (centres undefined)
screen / no.	41	42	43	44	45
H9c2 TAG inh	24	-9	22	-1	4
H9c2 TAG inh DAPI viability	8	3	-10	-10	-2

46: COc1cc(C(=O)Nc2cccc(-c3nnc(-c4ccco4)o3)c2)ccc1OC(C)=O
47: CC(C)CNC(=O)C1CCCN(S(=O)(=O)c2ccc(-n3cnnn3)cc2)C1 (centres undefined)
48: O=C(CCc1nc2ccccc2c(=O)[nH]1)Nc1cc(Cl)ccc1N1CCCC1
49: CCNC(=O)c1ccc(NS(=O)(=O)c2ccc3[nH]c(=O)[nH]c3c2)cc1
50: CCN(CC(=O)NCc1cccs1)S(=O)(=O)c1cc(NC(C)=O)ccc1OC
screen / no.	46	47	48	49	50
H9c2 TAG inh	12	-5	9	12	-9
H9c2 TAG inh DAPI viability	-5	1	3	0	-1

51: Cc1ccc(C)c(N2CCN(CC3CCCCC3)CC2)c1
52: NC(=O)c1nn(-c2ccccc2)nc1NC(=O)CN1CCCCC1
53: CC1Cc2ccccc2N1C(=O)c1ccc2c(c1)OCO2 (centres undefined)
54: CC1CN(CC(O)COc2ccccc2C(C)(C)C)CC(C)O1 (centres undefined)
55: N#C/C(Cn1c[n+](NC(=O)Nc2ccccc2)cn1)=N/O
screen / no.	51	52	53	54	55
H9c2 TAG inh	-1	8	8	8	11
H9c2 TAG inh DAPI viability	-7	6	-8	15	8

56: Cn1c(SCC(=O)Nc2sccc2C(N)=O)nnc1-c1ccncc1
57: CC1CN(C(=O)COC(=O)c2ccc(Cl)nc2)CC(C)O1 (centres undefined)
58: CCOc1ccc(C(=O)NCCn2cc(SCC(=O)Nc3cc(C)on3)c3ccccc32)cc1
59: CC(=O)Nc1ccc(NC(=O)C(C)OC(=O)CCC2CCCC2)cc1 (centres undefined)
60: C[C@@H]1CC=C[C@H]2[C@H]1C(=O)N(Cc1ccccc1)[C@H]2c1ccc(-c2cc3ccccc3s2)cc1F
screen / no.	56	57	58	59	60
H9c2 TAG inh	-6	18	9	0	-60
H9c2 TAG inh DAPI viability	8	-7	5	6	-9

61: Cn1c(SCC(=O)N2c3ccccc3CCc3ccccc32)nnc1-c1cc2ccccc2cc1O
62: CCOC(=O)c1c(C)nn(-c2ncccc2NC(=O)NC(C)C)c1C
63: Cn1cccc1CC(=O)N/N=C/c1ccco1
64: COc1ccc(C(=O)NCCS(=O)(=O)NCCc2ccccc2)cc1
65: O=C(CCCc1c[nH]c2ccccc12)NCC1COc2ccccc2O1 (centres undefined)
screen / no.	61	62	63	64	65
H9c2 TAG inh	19	12	7	-4	4
H9c2 TAG inh DAPI viability	-2	-1	-2	8	-2

66: O=C(Cn1cnc2c(oc3ccccc32)c1=O)N1CCCc2ccccc21
67: Nc1nc(N)c2cc(CNc3ccc(Cl)c(Cl)c3)ccc2n1
68: COc1ccc(C2=NN(C(=O)CSc3ncccn3)C(c3cccc(OC)c3OC)C2)cc1 (centres undefined)
69: COc1ccc(SC[C@H](CC(C)C)N2CCN(C)CCC2=O)cc1
70: CCCn1nnnc1NCc1ccc(N(CC)CC)cc1
screen / no.	66	67	68	69	70
H9c2 TAG inh	-1	26	14	15	1
H9c2 TAG inh DAPI viability	1	-7	-4	-5	-3

71: Cc1cc2cc3c(=O)[nH]c(=O)cc-3n(CC(O)C(O)C(O)CO)c2cc1C (centres undefined)
72: COc1ccc(N/C=C/C(=O)c2sc(-c3ccccc3)nc2C)cc1
73: CCn1c(NCc2ccccc2NS(=O)(=O)c2ccc(C)cc2)nc2ccccc21
74: CCOc1ccc(C(=O)NCC(=O)NNC(=O)CN(C)S(=O)(=O)c2ccc(Cl)cc2)cc1OCC
75: Cc1sc2nc(SCC(=O)Nc3cccc(S(N)(=O)=O)c3)[nH]c(=O)c2c1C
screen / no.	71	72	73	74	75
H9c2 TAG inh	3	3	-68	5	21
H9c2 TAG inh DAPI viability	11	-9	6	-6	-11

76: COc1ccc(S(=O)(=O)N2CCOCC2)cc1NC(=O)c1cccc(Cl)c1
77: CC(C)(C)NCC(O)COc1cccc2c1CCC(=O)N2 (centres undefined)
78: COc1ccccc1-c1noc2c1C(=O)NCC2
79: Cc1ccc(S(=O)(=O)N2[C@@H](c3ccc(Cl)cc3)C(C(=O)O)=C[C@H]2C(C)(C)C)cc1
80: COCCNC(=O)C(C)OC(=O)c1nsc(Cl)c1Cl (centres undefined)
screen / no.	76	77	78	79	80
H9c2 TAG inh	9	-10	0	-13	2
H9c2 TAG inh DAPI viability	-3	5	13	7	11

81: Cc1cnc(NC(=O)c2c(-c3ccccc3)noc2C)s1
82: COC(=O)c1c(N)sc2c1CCN(c1ncc(C(F)(F)F)cc1Cl)C2
83: Cn1c(=O)c(=O)n(C)c2cc(S(=O)(=O)Nc3ccc4c(c3)OCCO4)ccc21
84: COc1ccc(C(C)(O)c2nc(/C=C/c3ccccc3)cs2)cc1 (centres undefined)
85: CCN(CC)C(=O)c1cccc(-c2csc(C(C)(NC(C)=O)c3ccccc3)n2)c1 (centres undefined)
screen / no.	81	82	83	84	85
H9c2 TAG inh	11	1	8	-15	-27
H9c2 TAG inh DAPI viability	-11	-4	3	3	-4

86: CCc1nc(SCC(=O)Nc2ccc(F)cc2F)c2c(=O)n(C)c(=O)n(C)c2n1
87: O=C(CCN1C(=O)C2CC=CCC2C1=O)Nc1nccs1 (centres undefined)
88: O=C(CSCc1cccc(Br)c1)NC1CC1
89: COc1ccc(N2C3=C(C(=O)CC(C)(C)C3)C(c3cnn(C)c3)C3=C2CC(C)(C)CC3=O)cc1
90: Cc1csc(SCC(=O)Nc2ccc3[nH]c(=O)[nH]c3c2)n1
screen / no.	86	87	88	89	90
H9c2 TAG inh	16	-6	-22	-5	1
H9c2 TAG inh DAPI viability	4	4	16	22	8

91: COc1ccc(S(=O)(=O)N2CCc3ccccc32)cc1NC(C)=O
92: O=C(N/N=C/c1ccccn1)c1cc(C2CC2)[nH]n1
93: CCCCC(CC)C(=O)Nc1ccc(C)c(O)c1 (centres undefined)
94: CC(C)Cn1c(N)c(C(=O)COC(=O)C2=COCCO2)c(=O)n(C)c1=O
screen / no.	91	92	93	94
H9c2 TAG inh	4	-2	1	-3
H9c2 TAG inh DAPI viability	-3	0	3	-17
